Screens (PubChem)
CRFBP-R2 agonist: CRF-BP/CRF-R2 complex agonism; HEK293 CRF-R2/CRF-BP, calcium dye fluorescence (FLIPR); percent of saturating CRF peptide response; activation, % at 13.2 µM; 350,000 tested, 0.46% active; AID 588473;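 active means activation of at least 50%, plus an integration ratio under a set limit after plate pattern correction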;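 further: plate controls were neutral control wells without compound for no effect and CRF at EC100 for full effect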
M4 antag: CHRM4 antagonism in calcium assay; CHO-hM4 cells, ACh EC80, Fluo-8 calcium fluorescence; inhibition, % at 3 µM; 360,000 tested, 0.73% active; AID 624125;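 active means inhibition above its plate's cutoff, the mean inhibition of sample wells plus 3 SD, cut at about 27% in these data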;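 further: 0% = acetylcholine EC80 with DMSO and 100% = DMSO without agonist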
Target sequence (P08173 whole entry, looked up): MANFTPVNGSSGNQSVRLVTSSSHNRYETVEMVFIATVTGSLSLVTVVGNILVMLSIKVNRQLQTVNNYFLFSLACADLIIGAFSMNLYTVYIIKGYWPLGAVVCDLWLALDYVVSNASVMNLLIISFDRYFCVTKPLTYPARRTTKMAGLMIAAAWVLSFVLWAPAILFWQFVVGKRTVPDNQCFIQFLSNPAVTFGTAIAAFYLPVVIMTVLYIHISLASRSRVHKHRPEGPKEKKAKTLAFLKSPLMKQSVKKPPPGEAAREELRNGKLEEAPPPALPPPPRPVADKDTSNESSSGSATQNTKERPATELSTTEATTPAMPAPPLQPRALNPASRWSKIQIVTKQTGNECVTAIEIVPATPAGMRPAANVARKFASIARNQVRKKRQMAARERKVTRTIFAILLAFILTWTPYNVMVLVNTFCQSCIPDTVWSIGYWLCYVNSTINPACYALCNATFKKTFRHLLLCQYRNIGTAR
CHRM5 antagonist: CHRM5 antagonism in calcium assay | 360,000 tested, 0.59% active | CHO-hM5 cells, Fluo-8 calcium fluorescence, ACh EC80 | P08912 | AID 624040 | inhibition, % at 3 µM;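 active means inhibition above a per-plate cutoff, the mean of that plate's test compounds plus 3 SD, cut at about 27% in these data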;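 further: 0% = acetylcholine EC80 with DMSO and 100% = DMSO without agonist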
Target sequence (P08912 whole entry, looked up): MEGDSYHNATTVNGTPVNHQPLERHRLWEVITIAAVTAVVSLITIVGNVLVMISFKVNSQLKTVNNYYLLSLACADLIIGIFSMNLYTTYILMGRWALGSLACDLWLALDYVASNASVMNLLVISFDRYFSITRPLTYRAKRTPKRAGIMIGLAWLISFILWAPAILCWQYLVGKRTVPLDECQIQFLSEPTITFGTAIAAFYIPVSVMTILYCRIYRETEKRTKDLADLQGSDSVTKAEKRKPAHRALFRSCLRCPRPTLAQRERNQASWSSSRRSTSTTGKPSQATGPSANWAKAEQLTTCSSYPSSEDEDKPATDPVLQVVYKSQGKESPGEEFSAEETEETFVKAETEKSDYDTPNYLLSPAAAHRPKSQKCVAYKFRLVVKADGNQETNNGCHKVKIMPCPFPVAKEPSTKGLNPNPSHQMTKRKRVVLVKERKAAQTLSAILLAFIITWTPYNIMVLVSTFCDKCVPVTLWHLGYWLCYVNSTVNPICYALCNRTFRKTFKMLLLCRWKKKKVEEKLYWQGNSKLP
CHRM5 PAM: potentiates acetylcholine response at human M5 receptor. P08912. CHO-K1 hM5, Fluo-8 calcium, ACh EC20 PAM; 0% = ACh EC20, 100% = ACh EC100. activation, % at 3 µM. 360,000 tested, 0.3% active. AID 624038;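 active means activation above the run cutoff, the mean activation of all test compounds plus 3 SD, cut at about 18% in these data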
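Measured by: Fluo-8 calcium fluorescence; material: human M5 receptor in CHO-K1 cells; schedule: Post-acetylcholine fluorescence recording 140 s; benchmarks: low control EC20 acetylcholine (0%), high control EC100 acetylcholine (100%); read-out: Max/basal fluorescence ratio as % of EC20–EC100 ACh window; compound: single dose, 3 µM nominal final test concentration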
IDE inh: inhibitors of human insulin-degrading enzyme in cells; HEK cells, FAbetaB cleavage, fluorescence polarization; 320,000 tested, 0.41% active; P14735; inhibition, % at 5.59 µM;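 active means percent inhibition above the average of all tested compounds plus 3 SD, set per screening campaign, cut at about 16% in these data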;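 further: IDE supplied by intact live HEK cells; FP after avidin binding of uncleaved biotin substrate so inhibition keeps polarization high; 0% = DMSO wells and 100% = 60 µM reference IDE inhibitor Ii1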
CRFR2-BP antag: CRF-BP/CRF-R2 complex antagonism; inhibition, % at 11.8 µM; 350,000 tested, 0.59% active; AID 588475; HEK293 CRF-R2/CRF-BP, CRF-induced calcium fluorescence;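 active means inhibition of the ligand-induced calcium signal above about 50% at the single tested concentration, limit read from the data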
M4 PAM: CHRM4 positive allosteric modulation; CHO-K1 hM4/Gqi5, Fluo-8 calcium fluorescence, ACh EC20; 0% = ACh EC20, 100% = maximal ACh; activation, % at 3 µM; 360,000 tested, 0.4% active; AID 624126;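 active means activation above its plate's cutoff, the mean activation of sample wells plus 3 SD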; further: some results filed as inactive read as strong as hits
CHRM5 agonist: CHRM5 agonism in calcium assay. CHO-K1 hM5 cells, Fluo-8 calcium fluorescence; 0% DMSO wells, 100% maximal acetylcholine response. 360,000 tested, 0.19% active. activation, % at 3 µM. P08912;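 active means activation above the run's mean over test compounds plus 3 SD, cut at about 23% in these data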;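 further: signal is peak over basal fluorescence ratio across the kinetic read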
M4 ag: CHRM4 agonism in calcium assay; P08173; 360,000 tested, 0.14% active; CHO-K1 hM4/Gqi5, Fluo-8 calcium fluorescence; vehicle 0%, full acetylcholine response 100%; activation, % at 3 µM;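 active means activation above the run mean over all test wells plus 3 SD, cut at about 32% in these data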;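 further: peak over basal fluorescence ratio per well then scaled between controls; 0% = DMSO wells and 100% = acetylcholine at EC100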
* hit, by the source's call; . = not tested or not shown. An unsorted share of the library (roughly 2.9% active in at least one column).

SMILES	CRFBP-R2 agonist	M4 antag	CHRM5 antagonist	CHRM5 PAM	IDE inh	CRFR2-BP antag	M4 PAM	CHRM5 agonist	M4 ag
O=C1CCCC/C1=C\Nc1ccc(S(=O)(=O)Nc2cnc3ccccc3n2)cc1	-0.9	-9	-7	7	-13	5	13	-3	1
Cc1ccc(COCCN2CCN(S(=O)(=O)c3ccc(C)cc3)CCC2=O)cc1	-1.8	-6	1	1	0	1	9	3	6
Cc1ccc(CCNC(=O)C2CCCN(S(=O)(=O)c3cccs3)C2)cc1 (stereo not given)	-0.5	-17	-4	-7	-1	-11	3	1	11
COCCN(C(=O)COC(=O)CNC(=O)c1ccc(C)cc1)c1c(N)n(Cc2ccccc2)c(=O)[nH]c1=O	1.6	8	10	0	.	12	-2	0	0
COCCN(C(=O)c1ccc2ccccc2c1)c1c(N)n(Cc2ccccc2)c(=O)[nH]c1=O	0.8	-16	-6	14	-2	-23	12	-9	0
Cc1c(C(=O)Nc2ccc(C(=O)O)cc2)cnn1C	-1.5	8	1	4	-1	11	8	0	0
COc1ccc(-c2sc3ccccc3c2C#CCCO)cc1	1.3	4	10	3	-3	-11	7	-2	2
Cc1cc(C)nc(NS(=O)(=O)c2ccc(NC(=O)C3CC3)cc2)n1	-0.2	-13	7	0	-5	3	3	-1	1
CCOC(=O)CNC(=O)CSc1nnc(-c2ccncc2)n1-c1ccc(Cl)cc1	0.0	2	2	5	6	-15	5	-1	2
CCOC(=O)Cn1c(=O)c2c(nc3n2CC(C)CN3Cc2ccccc2)n(C)c1=O (stereo not given)	0.3	-5	4	-2	-6	-1	1	-4	1
COC(=O)N(C)C[C@@H]1OCc2cnnn2CCCC(=O)N([C@H](C)CO)C[C@@H]1C	1.2	-13	-4	6	.	22	5	0	0
C#CCNC(=O)C1=C[C@H](C2CCCCC2)[C@@H](CCCO)[C@H](OCC)O1	-0.5	-1	-7	11	1	-6	2	2	0
O=C(COc1ccccc1F)Nc1ccc2c(c1)CCC2	-2.2	2	-1	2	-3	17	0	-5	1
Cc1cccc(-n2c(C)nc3cc(C(=O)NCc4ccc5c(c4)OCO5)ccc32)c1	-1.1	8	-8	6	9	33	-3	-3	0
COc1ccc(CNC(=O)C2CCN(S(=O)(=O)c3ccc4nc5c(c(C(=O)O)c4c3)CCCC5)CC2)cc1	-1.3	-9	4	9	.	2	7	7	0
Cc1cccc(NCC(=O)N/N=C\c2cccc(Oc3ccccc3)c2)c1	-0.6	-4	-7	-2	6	-51	-3	-2	2
O=C(OCc1ccccc1)N1CCC2CC1c1cc(/C=C/CCCSc3ncccn3)ccc12 (stereo not given)	6.8	-3	5	-4	.	11	-1	0	2
CC1(C(=O)NS(=O)(=O)c2cccc(Cl)c2)CCN1C(=O)c1cccc2ccccc12 (stereo not given)	.	1	-3	-1	.	.	1	0	0
COc1ccccc1NC(=O)/C(C#N)=C/c1cccnc1	-0.7	-3	4	0	0	1	-1	-1	1
COc1ccc(NC(=O)CSc2c3c(nc4ccccc24)CCCC3)c(OC)c1	-3.0	11	15	-8	7	32	-15	-2	6
O=P(O)(CCc1ccccn1)CN1CCCCC1	0.8	14	6	-5	-2	4	-2	2	0
COC(=O)c1ccc(N/N=C/c2cc([N+](=O)[O-])cc(OC)c2O)cc1	-1.3	-3	-10	2	7	17	7	-1	1
Cc1ccccc1OCC(=O)N(Cc1nc(-c2ccccc2)no1)C(C)C	1.1	5	4	2	-3	1	-1	-2	2
CCc1ccccc1NC(=O)CCC(=O)N1CCN(C(C)=O)CC1	-1.1	-8	4	-4	.	15	4	1	1
Cc1ccc(C(=O)N/C(=C/c2ccc(-c3ccc([N+](=O)[O-])cc3)o2)C(=O)NCCCN(C)C)cc1	52*	1	-3	8	-1	-24	-1	4	5
SMILES	CRFBP-R2 agonist	M4 antag	CHRM5 antagonist	CHRM5 PAM	IDE inh	CRFR2-BP antag	M4 PAM	CHRM5 agonist	M4 ag
CC(C)[C@@H](CO)N(C)S(=O)(=O)c1ccccc1Br	1.1	-5	5	1	.	14	0	1	5
Cc1cc(-c2nc3ncccc3o2)ccc1NC(=S)NC(=O)C(C)C	0.7	-15	-1	-5	4	4	7	-7	3
CCn1cc(C(=O)Nn2cnnc2)c(=O)c2ccc(C)nc21	-1.6	-1	2	9	7	1	-5	4	0
Cc1ccc(NC(=O)CSCc2cc(=O)n3cc(C)sc3n2)cc1	-0.8	-12	0	-2	5	-1	5	-4	0
CN1CCN(C(=O)CSc2nnc(COc3ccc(Cl)cc3)o2)CC1	-1.0	-11	6	1	-1	-9	-1	-4	2
COc1ccc(N=C2S/C(=C\c3ccc(C)o3)C(=O)N2CC(C)C)cc1	0.7	0	-4	4	5	0	8	-4	0
O=C(O)COc1ccc(NC(=O)c2ccco2)cc1	-0.1	-18	-14	6	4	-7	9	-3	1
C[C@@H](NC(=O)[C@@H]1CCCN1C(=O)[C@@H]1CCCN1C(=O)c1cccc(Cl)c1)c1ccccc1	.	-16	-11	7	.	.	8	1	0
CCCC(=O)Nc1ccc(NC(=O)C2CC2)cn1	-1.3	10	3	-1	-1	34	-3	-2	0
CC(NC(=O)c1ccccc1)C(=O)Nc1ccccc1 (stereo not given)	0.4	-4	6	13	.	-3	1	-1	1
CCn1c(CC(=O)Nc2ccccc2)nnc1SCC(=O)Nc1ccccc1C(=O)OC	-1.2	1	-6	3	5	0	5	-2	-1
Cc1sc(NC(=O)CSc2n[nH]c(N)n2)c(C#N)c1C	1.4	6	7	2	.	-3	1	3	1
Cc1ccc(S(=O)(=O)N(C)CC(=O)NCC(c2ccc(F)cc2)N2CCOCC2)cc1 (stereo not given)	0.9	7	4	2	-1	-5	8	-1	2
CCOCCCNC(=O)c1cc2c(-c3ccc(Cl)cc3)nn(C)c2s1	-1.5	-2	-8	0	-1	6	-2	0	4
CC(SCC(=O)NC(C)C1CC2CCC1C2)C(=O)O (stereo not given)	-1.1	0	3	-2	12	17	-4	1	1
O=C1C(=Cc2ccc(F)cc2)Cc2ccccc21	.	-1	-4	-6	.	.	-1	-1	-1
O=C(NCc1ccccn1)C1CC(=O)N(C2CCCC2)C1 (stereo not given)	-0.7	-11	-2	-3	1	14	2	0	1
COc1ccc(N(CC(=O)NCCSCc2ccccc2Cl)S(C)(=O)=O)cc1Cl	-1.2	-11	0	1	-3	11	2	3	6
CC/C(=N\Nc1ccccc1[N+](=O)[O-])c1ccc(O)cc1	-2.3	-3	6	0	2	-22	0	-5	-1
COc1cc([N+](=O)[O-])cc2sc(NC(=O)C3CC3)nc12	-0.6	-7	7	1	-4	8	7	-4	0
COc1ccc(C(=O)n2nc(C#N)c(C#N)c2N)cc1	-1.0	24	0	1	2	2	-7	1	1
O=C1CSc2ccccc2N1Cc1ccc(F)cc1	-7.3	5	10	-10	2	34	-4	-9	-2
Cc1cc2nc(CN(C)Cc3c(C(=O)N(C)C)nc4ccc(Cl)cn34)[nH]c2cc1C	-2.1	2	17	-9	-3	3	-6	-4	2
S=C(NCCc1ccccc1)N1CCCC1	-1.3	-1	3	8	1	4	-11	-5	1
Cc1cc(N2CCOCC2)nc2ccc(NC(=O)CCC(=O)N3CCN(c4cccc(C(F)(F)F)c4)CC3)cc12	-0.1	12	25	-12	1	-15	-13	3	14

Single records, as listed above. Order of screens: CRFBP-R2 agonist, M4 antag, CHRM5 antagonist, CHRM5 PAM, IDE inh, CRFR2-BP antag, M4 PAM, CHRM5 agonist, M4 ag
S=C(NCCc1ccccc1)N1CCCC1 across the screens: -1.3, -1, 3, 8, 1, 4, -11, -5, 1
CC(NC(=O)c1ccccc1)C(=O)Nc1ccccc1 (stereo not given) across the screens: 0.4, -4, 6, 13, ., -3, 1, -1, 1

Back to the main list, repeating the two entries before the break.
SMILES	CRFBP-R2 agonist	M4 antag	CHRM5 antagonist	CHRM5 PAM	IDE inh	CRFR2-BP antag	M4 PAM	CHRM5 agonist	M4 ag
S=C(NCCc1ccccc1)N1CCCC1	-1.3	-1	3	8	1	4	-11	-5	1
Cc1cc(N2CCOCC2)nc2ccc(NC(=O)CCC(=O)N3CCN(c4cccc(C(F)(F)F)c4)CC3)cc12	-0.1	12	25	-12	1	-15	-13	3	14
Clc1cccc(-c2nc3nc4ccccc4nc3n2Cc2ccccc2)c1	-1.0	7	2	3	-6	-17	-2	-3	0
CC1(C(=O)NC(=S)N(CCC#N)c2ccccc2)CC1(Cl)Cl (stereo not given)	0.6	9	4	0	6	19	-1	1	0
C/C(=N/N=C1/NC(=O)CC(C(=O)O)S1)c1ccccc1 (stereo not given)	3.5	-19	-2	2	1	-12	20	-2	2
CC(C)(C)c1nc(C(C)(C)C)c(Br)c(=O)[nH]1	0.8	-4	13	-11	7	-27	-1	-2	9
CCCn1c(SCC(=O)Nc2ccccc2C(=O)NC2CC2)n[nH]c1=O	1.1	0	10	-1	2	-13	0	1	1
O=Cc1cn(-c2ccccc2)nc1-c1cc2ccccc2oc1=O	2.5	4	-2	3	-5	3	-3	-2	0
CCc1cc(-c2[nH]ncc2-c2ccc([N+](=O)[O-])cc2)c(O)cc1OC	-3.7	-2	7	7	11	-8	6	2	5
CC(C)NC(=O)C(c1ccc(F)cc1)N(C(=O)CCC(=O)Nc1ccccn1)C1CCCCC1 (stereo not given)	0.8	-1	2	1	5	1	-5	-2	1
Cc1nnn(C23CC4CC(CC(C(=O)NN)(C4)C2)C3)n1	-0.1	6	0	3	6	-4	-3	-4	1
COc1ccc(-c2c(C)nn3c(N4CCOCC4)cc(C)nc23)cc1OC	-1.2	1	9	-1	.	13	1	-2	1
CCOC(=O)N1CCC(NC(=O)c2cc(C(=O)NC3CCCC3)ccc2CO)CC1	5.4	-3	0	2	4	-11	2	3	0
Cc1nn(CC(=O)NCCN2CCOCC2)c(=O)c2ccccc12	-0.3	0	1	-3	-6	-10	8	-1	0
O=C(NC(=S)Nc1ccccc1C(=O)O)c1ccc2ccccc2c1	-1.9	12	7	3	5	-5	13	0	-2
COCCn1c(SCC(=O)Nc2cccc(S(N)(=O)=O)c2)nc2ccccc21	1.3	-6	4	-11	-5	9	1	-1	2
CCCCNC(=O)C1CCN(S(=O)(=O)c2ccc3c(c2)CC(C)N3C(=O)C2CC2)CC1 (stereo not given)	-5.7	-23	-7	-1	-2	22	12	1	2
Cc1ccccc1OCCNc1ccc(C(F)(F)F)cc1[N+](=O)[O-]	4.6	-3	-6	1	1	15	3	-5	0
COc1ccc(C2CC(c3ccccc3OC(C)=O)=NN2C(=O)/C=C/c2ccccc2)cc1 (stereo not given)	4.6	-5	-2	-2	-2	-30	-2	-2	0
COc1ccccc1OC(=O)Nc1ccc(Cl)cc1	0.9	8	14	-3	7	-4	-7	3	15
OCC[C@@H]1C[C@@H](O)[C@H](O)[C@]2(OCc3ccccc32)O1	0.3	-1	8	6	0	-9	2	0	1
COc1ccc(C(C)C)cc1S(=O)(=O)Nc1ccc(Cl)cn1	0.7	-17	0	4	7	26	9	-2	-1
O=c1c2ccccc2nnn1CSc1nnc(C2COc3ccccc3O2)n1-c1ccccc1 (stereo not given)	-1.8	-6	-1	-24	-1	4	-6	-5	7
COc1ccccc1NC(=O)C/C(N)=N/O	2.5	-3	0	3	2	-8	11	-6	1
CC(=O)Nc1c(NCC(C)C)c2ccccc2oc1=O	0.4	3	-1	3	-2	-3	-2	1	0
CCCCNC(=O)C(=O)Nc1cc2c3c(c1)CCC(=O)N3CCC2	-0.5	-4	-1	3	3	1	-8	-3	1
